Epigenetic derep – regulators of epigenetic silencing causing reporter derepression in mouse cells. actives 0.2% (n = 280,000). murine LDR cells, GFP reporter derepression, 30 h. AID 1865. Potency, µM (titrated, usually from 53.9 µM), for inactives: at the highest dose GFP activation, usual class: activators; further: potency means the concentration at half of the fitted maximal effect; % of control where 0% means no effect; nearly all actives have a fitted effect of over 60% in size
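In this reporter-derepression format, murine cells bearing a silenced integrated CMV-GFP locus incubate with test compound (30 h, 37 C), then are washed and imaged; fluorescent objects of 20–120 um count as induced cells.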
Lamin A splicing – LMNA splicing modulation; actives 0.01% (n = 200,000); Potency, µM (top dose mostly 46.1 µM), for inactives: at the top dose ratio change, negative = inhibition, hits mostly inhibitors; HeLa LMNA splicing GFP/RFP minigene ratio, 48 h; active means well fitted inhibition curve with a large enough effect in the signal ratio, with a control signal flat, not every such curve was filed as active; inconclusive means small, poorly fitted or top-dose-only effect, or effect the other way, or a change in a side signal; the % refers to the signal ratio; further: potency means the concentration at half of the fitted maximal effect; on the % scale 0 is the no-effect control and ±100 the full control effect
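Read-out is the ratio of GFP to DsRed2 object intensity, acquired by 488 nm laser-scanning cytometry on HeLa lamin A-EGFP minigene reporter cells. Compound incubation 48 hrs at 37 °C in Opti-MEM with 2% FBS; DMSO 0.5% final.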
IMPase Li cell – cell-permeable IMPase inhibitors with lithium potentiation; CHO-M1 cells, IP1 TR-FRET (IP-One), carbachol + lithium; actives 0.35% (n = 210,000); AID 1457; Potency, µM (series often up to 59.4 µM), for the others: top-dose activity, negative = IMPase inhibition, most hits filed as inhibitors;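 further: IP1 builds up when IMPase is blocked and the TR-FRET signal falls; potency means the concentration at half of the fitted maximal effect; plate controls were basal vehicle for no effect and high inhibitor control for full effect; nearly all actives have a fitted effect of over 50% in size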
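CHO cells stably expressing M1 receptor (2000/well) were cultured 16–30 h, then exposed to compounds with a small lithium addition for 30 min at 37C. IP1 was measured by TR-FRET competition; AC50 from Hill fits.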
CBFb-RUNX1 inh – CBF-beta/RUNX1 interaction disruption; Q01196+Q13951; AlphaScreen CBFb-His/RUNX1-biotin binding, biochemical; Potency, µM (doses to about 59.8 µM), for the others: at the highest dose activity, negative = inhibition, hits mostly inhibitors; 230,000 tested, under 10 active; AID 1477; further: % of control where 0% means no effect
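AlphaScreen binding: CBFb-His and RUNX1-biotin (30 nM each) preincubated 20 min, compound added for 15 min, then nickel and streptavidin beads for 90 min, all at room temperature. Disruption of the interaction by any mechanism counts as activity.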
GLA spleen mod – alpha-galactosidase A (human) modulation | P06280 | human spleen homogenate, 4MU-alpha-Gal fluorescence, 40 min | Potency, µM (series often up to 80 µM), for the others: at the highest dose activity change, negative = inhibition, usual class: inhibitors | actives 0.008% (n = 240,000);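 further: potency means the concentration at half of the fitted maximal effect; 0% = enzyme with vehicle and -100% = no enzyme basal signal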
Target sequence (P06280 32-429 limits assumed): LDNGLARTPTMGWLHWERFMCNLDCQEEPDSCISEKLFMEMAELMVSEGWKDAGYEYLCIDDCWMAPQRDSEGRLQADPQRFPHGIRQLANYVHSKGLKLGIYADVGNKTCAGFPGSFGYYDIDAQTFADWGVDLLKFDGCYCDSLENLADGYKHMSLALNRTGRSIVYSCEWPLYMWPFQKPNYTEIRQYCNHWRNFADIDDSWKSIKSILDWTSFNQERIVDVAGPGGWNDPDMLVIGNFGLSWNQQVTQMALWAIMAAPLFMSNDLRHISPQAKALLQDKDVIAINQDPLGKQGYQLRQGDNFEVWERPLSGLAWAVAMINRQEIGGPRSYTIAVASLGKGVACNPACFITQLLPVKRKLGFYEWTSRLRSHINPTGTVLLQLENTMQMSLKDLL
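Fluorogenic readout (Ex 365/Em 440 nm) of 4-methylumbelliferone released from 1 mM 4-MU-alpha-galactoside by spleen homogenate, 40 min at 37C, pH 5.0. Data normalized to no-enzyme and enzyme controls; Hill-equation AC50 from compound titrations.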
Luc counter – blocks Kinase-Glo luciferase, a counter-screen artifact; AID 1379; Potency, µM (top dose mostly 38.3 µM), without a hit: top-dose activity change, negative = inhibition, hits mostly inhibitors; Kinase-Glo luciferase, ATP luminescence, 8 min; actives 0.28% (n = 200,000); Q27757; further: potency means the concentration at half of the fitted maximal effect; on the % scale 0 is the no-effect control and ±100 the full control effect; nearly all actives have a fitted effect of over 60% in size
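Substrate mix (final 50 mM imidazole pH 7.2, 50 mM KCl, 7 mM MgCl2, 10 uM ATP, 0.01% Tween 20, 0.05% BSA) plus pin-tool compound, then Kinase-Glo detection mix; 8 min ambient, luminescence read.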
NPSR antagonist – antagonists of human neuropeptide S receptor cAMP signaling; actives 1% (n = 220,000); Potency, µM (titrated, usually from 38.3 µM), for the others: at the top dose activity change, negative = inhibition, most hits filed as inhibitors; CHO-NPSR cells, cAMP TR-FRET, antagonist mode; further: potency means the concentration at half of the fitted maximal effect; on the % scale 0 is the no-effect control and ±100 the full control effect; nearly all actives have a fitted effect of over 50% in size; many of its hits are not listed in these tables
Target sequence (Q6W5P4 whole entry, looked up): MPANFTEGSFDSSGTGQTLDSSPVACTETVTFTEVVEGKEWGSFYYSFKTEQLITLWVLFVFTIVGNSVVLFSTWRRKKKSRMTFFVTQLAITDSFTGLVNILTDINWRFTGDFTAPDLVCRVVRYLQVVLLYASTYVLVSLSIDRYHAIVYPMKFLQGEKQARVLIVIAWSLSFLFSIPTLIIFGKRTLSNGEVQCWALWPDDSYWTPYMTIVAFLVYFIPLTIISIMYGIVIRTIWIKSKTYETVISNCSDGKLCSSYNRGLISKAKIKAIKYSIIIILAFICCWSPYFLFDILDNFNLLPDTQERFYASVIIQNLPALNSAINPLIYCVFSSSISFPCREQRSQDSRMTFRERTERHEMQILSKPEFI
Active calls of the source: *; ? = inconclusive; . = not tested or not shown; & = joins results of further samples; [ ] = dose if it differs, or a comment. Unless noted, the call rests on the fitted dose curve; in most records, active means well fitted curve in the direction sought with a large enough effect; inconclusive means small, poorly fitted or top-dose-only effect, or another doubt; inactive means no such curve, though single readings can be large; an effect the other way counts as inactive or inconclusive. The list is partial; count on the stated rates, not on these rows.

entry	Structure	Epigenetic derep	Lamin A splicing	IMPase Li cell	CBFb-RUNX1 inh
1	COc1ccc(NC(=O)c2cc(Cl)ccc2Cl)c([N+](=O)[O-])c1	0.1%	15%	4%	-16%
2	OCc1ncccc1O	0.0%	.	.	?
3	Cc1cc(SCC(=O)Nc2ccccc2)nc(C)n1	-0.4%	1%	-5%[38.3 µM]	6%
4	CC(=O)NC1(C(F)(F)F)NC(=O)N(CC(C)C)C1=O (centres undefined)	0.9%	-5%	5%	9%
5	N/C(=N\OC(=O)c1cccc(Br)c1)c1ccc(Br)cc1	-0.3%	13%	1%[38.3 µM]	2%
6	Cc1ccc(-c2nc(NC(=O)CSc3ccc4ccccc4n3)ns2)cc1	0.8%&1.1%	-6%	?	3%[2.36 µM]
7	Cc1ccc(C2CC2c2n[nH]c(=S)n2-c2cccc(C)c2)cc1 (centres undefined)	1.1%	?	0%	-9%
8	Cn1c(=O)[nH]c(=O)c2c1ncn2CCCc1ccccc1	0.8%	?	-10%[38.3 µM]	-2%
9	O=C(Nc1cccc(F)c1)/C(=C\c1cccnc1)NC(=O)c1ccco1	-0.1%	11%[46 µM]	4%	1%
10	Cc1ccccc1NS(=O)(=O)c1cc(C(=O)NCCC2=CCCCC2)ccc1Cl	1.2%	?	-5%[38.3 µM]	-1%
11	N#C/C(=C\c1cccc([N+](=O)[O-])c1)c1nnc2n1CCCCC2	0.0%	?	10%	4%
12	COc1ccccc1-c1nnc(NC(=O)c2ccc3ncsc3c2)o1	-1.3%	?	-4%	?
13	Cc1cccc(-n2cnc(C(=O)Nc3cccnc3)c2)n1	1.0%	-3%	-11%[38.3 µM]	6%
14	C/C(=N\NC(=O)Cn1nc(C)cc1C)c1ccc([N+](=O)[O-])cc1	2.0%	.	.	4%
15	C/C(=C\C(=O)c1ccccc1)Nc1cccc(O)c1	0.0%	-3%	0%[38.3 µM]	-3%

entry	GLA spleen mod	Luc counter	NPSR antagonist
1	-3%	26%	-2%
2	16%	.	-30%
3	3%	-2%	-7%[46.1 µM]
4	14%	3%	20%[46.1 µM]
5	6%	-4%	-5%[46.1 µM]
6	-3%	0%	-38%
7	-8%	-6%	?
8	-16%	12%	-7%[46.1 µM]
9	2%	-2%	6%
10	-19%	-2%	-25%[46.1 µM]
11	20%	-4%	7%
12	-3%	-1%	-4%
13	13%	-3%	11%[46.1 µM]
14	-12%	.	-13%
15	5%	-1%	-8%[46.1 µM]

Further results
entry	Structure	Epigenetic derep	Lamin A splicing	IMPase Li cell	CBFb-RUNX1 inh
16	CCOC(=O)C1CCN(C(=O)CCn2c(=O)[nH]c3ccsc3c2=O)CC1	-1.1%	-13%	-10%[38.3 µM]	10%
17	CCc1cc2c3c(c(=O)oc2cc1O)CCCC3	0.0%	-10%	?	8%
18	O=C(NC(=S)N1CCN(C/C=C/c2ccccc2)CC1)c1ccc(Cl)nc1	-1.3%	.	.	7%
19	CCOC(=O)Nc1cccc2ccccc12	7.1%	-3%	-32%[38.3 µM]	6%
20	O=C(NNS(=O)(=O)c1cccc(Cl)c1)c1cc(-c2ccc(F)cc2)nc2ccccc12	1.2%	?	1%	-4%
21	O=C(COc1ccc(Cl)cc1)NCc1nnc(SCC(=O)NCCc2ccccc2)o1	-1.1%	4%	-9%[38.3 µM]	1%
22	CC(C)(C)NC(=O)COc1ccc(-c2ccccc2)cc1	-1.3%	?	15%[38.3 µM]	15%
23	C=C[C@]1(C)C[C@H]1[C@H](NP(=O)(c1ccccc1)c1ccccc1)c1ccccc1	0.6%	4%	14%	5%[2.36 µM]
24	CC(C)n1c(SCC(=O)Nc2ccc3c(c2)OCO3)nc2c1c(=O)n(C)c(=O)n2C	0.0%	15%	7%[38.3 µM]	0%
25	O=C(Nc1ccccc1)C1=C[C@@H](c2ccccc2)C[C@@H](OCc2ccc(CO)cc2)O1	0.0%	.	-2%	11%
26	O=C(CCNC(=O)c1ccc(Cl)cc1)Nc1ccc(F)cc1F	-1.0%	2%	-1%	2%
27	CCC1(CC)NC(=O)NC1=O	-0.8%	4%	10%[38.3 µM]	-1%
28	O=C(NCc1ccco1)C(=O)NCC1OCCN1S(=O)(=O)c1ccc(Cl)cc1 (centres undefined)	-0.1%	?	2%	4%[2.36 µM]
29	O=C(CCC(=O)N(CC(=O)NC1CCCC1)Cc1cccs1)Nc1nccs1	7.2%	-12%[46 µM]	7%	9%
30	COc1cc2c(-c3ccc(O)cc3)nc3c(c(C)nn3-c3ccccc3)c2cc1OC	0.0%	-6%	10%	13%

entry	GLA spleen mod	Luc counter	NPSR antagonist
16	-7%	-5%	-8%[46.1 µM]
17	?	3%	-12%[46.1 µM]
18	3%	.	?
19	10%	-3%	-15%[46.1 µM]
20	-13%	-2%	-23%
21	-8%	-7%	-7%[46.1 µM]
22	13%	-2%	-15%[46.1 µM]
23	-1%	-1%	-39%
24	9%	-2%	-5%[46.1 µM]
25	2%	.	48%
26	2%	0%	4%
27	1%	0%	-3%[46.1 µM]
28	-14%	2%	4%
29	-5%	-1%	11%
30	3%	-1%	-22%

Other structures.
entry	Structure	Epigenetic derep	Lamin A splicing	IMPase Li cell	CBFb-RUNX1 inh
31	O=[N+]([O-])c1ncn(Cc2ccccc2Cl)n1	-0.9%	0%	5%	1%
32	CC/C(=C\c1oc2cc3ccccc3cc2[n+]1CC)Nc1ccccc1	11%	-18%[46 µM]	16%	-8%
33	Cc1ccc(C(=O)NC(=S)NNC(=O)COc2ccccc2C)cc1	-1.5%	?	1%	3%
34	CCCCCOC(=O)c1cc(=O)[nH]c2ccccc12	-5.2%	?	.	9%
35	Nc1nc2n(n1)C(c1ccco1)CC(c1ccc(Cl)cc1)N2 (centres undefined)	-1.8%	-12%	-2%[38.3 µM]	-6%
36	O=C(NC1CCCCC1)Oc1ccccc1	-1.5%	.	.	-1%
37	Cc1nn2c(C(F)(F)F)c3c(nc2c1-c1ccccc1)CCC3	0.0%	?	9%	3%
38	COCCCn1c(SCC(=O)OC2CCCCC2)nnc1-c1cccs1	1.2%	3%	-5%[38.3 µM]	4%
39	CCOC(=O)N1CCN(C(=O)CSc2ccc3nnc(-c4ccccn4)n3n2)CC1	-0.8%	?	1%	?
40	Cc1ccc(S(=O)(=O)Nn2cnnc2)cc1	1.1%	.	.	12%
41	O=C(NCN1C(=O)C2C3C=CC(C3)C2C1=O)Nc1cccnc1 (centres undefined)	-0.1%	3%	8%[38.3 µM]	2%
42	Nc1ncnc(N2CCc3ccccc32)c1[N+](=O)[O-]	-2.5%	.	6%	-5%
43	COc1c2occc2c(OC)c2c(=O)cc(C(F)(F)C(F)(F)F)oc12	1.1%	-5%	-4%[38.3 µM]	7%
44	O=[N+]([O-])c1cc(C(F)(F)F)ccc1N1CCN(S(=O)(=O)c2ccc3c(c2)CCCC3)CC1	0.0%	?	4%	-8%
45	c1ccc(Cc2noc(CN3CCCC(CN4CCOCC4)C3)n2)cc1 (centres undefined)	3.2%	.	23%	-2%

entry	GLA spleen mod	Luc counter	NPSR antagonist
31	-2%	2%	1%
32	2%	-6%	-53%
33	8%	0%	8%
34	7%	.	1%[46.1 µM]
35	-3%	14%	-17%[46.1 µM]
36	-4%	.	-5%
37	-2%	-2%	-29%
38	6%	0%	-14%[46.1 µM]
39	5%	1%	-5%
40	-5%	.	-7%
41	-4%	15%	-11%[46.1 µM]
42	-1%	-3%	19%
43	4%	6%	-5%[46.1 µM]
44	-10%	-1%	-11%
45	-5%	0%	3%

Remaining list, next part.
entry	Structure	Epigenetic derep	Lamin A splicing	IMPase Li cell	CBFb-RUNX1 inh
46	C[C@@H](c1ccccc1)N1C(=O)[C@H]2[C@H]3[C@H](O)[C@H](O)C/C(=N/OC[C@@H](O)COCc4ccco4)[C@H]3CC[C@@H]2C1=O	0.8%[10.1 µM]	.	.	-1%[13.1 µM]
47	Cc1ccsc1C=C1C(=O)c2ccccc2C1=O	-1.2%	27%	8%[38.3 µM]	-9%
48	CCC(CC)c1nnc(NC(=O)c2cccc(S(=O)(=O)N3CCc4ccccc43)c2)s1	-0.9%	-4%	-2%[38.3 µM]	-5%
49	O=C1NC2C(NC(=O)N2C2CCCCC2)N1C1CCCCC1 (centres undefined)	0.0%	-1%	19%[38.3 µM]	7%
50	Cc1ccc(NC(=O)c2sccc2C)cc1S(=O)(=O)N(C)C	-1.5%	?	-2%	8%
51	COCC(=O)N1CCC2(CCCN(C(=O)Nc3ccc(OC)cc3)C2)CC1	.	.	6%	.
52	CC(C)OC(=O)CN1C(=O)C(C)(C)Oc2ccc(C(=O)NC3CC3)cc21	0.0%	3%	16%[38.3 µM]	6%
53	CCOc1cccc(SCc2noc(C(=O)NC(C)C)c2C(=O)O)c1	-0.9%	13%[0.0737 µM]	3%[38.3 µM]	-1%
54	CC(C)(C)n1nnnc1CN1CCN(C2CCCC2)CC1	0.0%	-2%	9%	11%

entry	GLA spleen mod	Luc counter	NPSR antagonist
46	-10%[17.5 µM]	.	.
47	9%	?	-12%[46.1 µM]
48	0%	-1%	-20%[46.1 µM]
49	-2%	-1%	0%[46.1 µM]
50	0%	-2%	-11%
51	1%	-3%	.
52	0%	-3%	8%[46.1 µM]
53	4%	1%	-4%[46.1 µM]
54	-15%	4%	3%[46.1 µM]
